Screening results from PubChem BioAssay.
Casp6 inh: inhibitors of human caspase-6 | purified caspase-6, Z-VEID-R110 cleavage fluorescence | inhibition, % at 12.5 µM | hit rate 0.53% among 350,000 | AID 686996;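 active = mean inhibition across replicates at least about 35%, with every replicate also reaching that limit, limit read from the data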;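 note: 0% = median of neutral control wells and 100% = no fluorescence left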
Target sequence (P55212 24-179 limits assumed): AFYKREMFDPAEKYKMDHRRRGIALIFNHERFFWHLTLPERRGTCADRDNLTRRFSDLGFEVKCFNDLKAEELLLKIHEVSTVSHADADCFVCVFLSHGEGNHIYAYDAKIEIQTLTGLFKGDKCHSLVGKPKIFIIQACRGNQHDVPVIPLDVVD
Target sequence (P55212 194-293 limits assumed): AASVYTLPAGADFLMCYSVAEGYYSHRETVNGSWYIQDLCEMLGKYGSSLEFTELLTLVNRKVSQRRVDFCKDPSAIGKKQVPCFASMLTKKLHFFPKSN
C2C12 statin: protects C2C12 myotubes from simvastatin toxicity; ATP luminescence, 48 h; scaled: DMSO 0, geranylgeraniol control 100; rescue of ATP level, % at 7.49 µM; hit rate 0.78% among 330,000; AID 602340;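 active = mean ATP rescue above about 67%, or every replicate alone reaching that limit, limit read from the data, passing the limit was not always enough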;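 note: myotubes were challenged with 10 µM simvastatin during compound exposure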
SIRT5 inh: sirtuin-5 (human) deacylase inhibition. Q9NXA8. Purified SirT5, succinyl-peptide AMC, trypsin-coupled fluorescence. inhibition, % at 15 µM. hit rate 1.1% among 330,000. AID 652115; in the data active = inhibition above about 15%
Target sequence (Q9NXA8 whole entry, looked up): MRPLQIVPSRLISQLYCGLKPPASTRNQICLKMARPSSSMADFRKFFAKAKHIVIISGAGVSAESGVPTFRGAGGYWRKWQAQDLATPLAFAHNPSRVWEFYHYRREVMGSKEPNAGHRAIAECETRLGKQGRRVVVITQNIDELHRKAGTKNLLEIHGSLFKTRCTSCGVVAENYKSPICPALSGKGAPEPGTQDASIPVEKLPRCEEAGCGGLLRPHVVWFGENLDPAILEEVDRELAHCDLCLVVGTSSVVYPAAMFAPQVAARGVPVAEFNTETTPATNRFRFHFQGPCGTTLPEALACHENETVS
S100A4 MyoIIA: blocks human S100A4 binding to myosin IIA peptide. AID 652163. S100A4/TAMRA-MyoIIA peptide fluorescence polarization. inhibition, % at 10.7 µM. P26447. hit rate 0.14% among 360,000;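 active = mean inhibition of at least 70% across replicates, with every replicate also reaching that level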
Target sequence (P26447 whole entry, looked up): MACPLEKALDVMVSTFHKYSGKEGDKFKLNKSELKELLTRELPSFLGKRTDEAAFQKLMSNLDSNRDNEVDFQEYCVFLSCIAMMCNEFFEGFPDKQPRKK
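Material: S100A4 monomer protein | Medium: HEPES pH 7.2 with CaCl2, KCl, NaCl, DTT, Triton | Reagent: Labelled myosin peptide probe, 5 nM | Doses: One dose per compound | Times: 5 min incubation before reading | Benchmarks: Neutral control DMSO, positive control TFP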
LGR2 antag: blocks bursicon-induced cAMP signaling via Drosophila LGR2; inhibition, % at 9.99 µM; hit rate 0.35% among 380,000; HEK293 LGR2, CRE-luciferase, bursicon-stimulated, 4 h;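 active = drop in luminescence signal, shown as inhibition above about 50% in the replicate tests, limit read from the data, passing the limit was not always enough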;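 note: agonist challenge used bursicon conditioned medium at about half maximal strength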
FN deposition inh: fibronectin deposition inhibition; hit rate 0.086% among 350,000; AID 743247; AH1F fibroblasts, Alexa488-fibronectin deposition fluorescence, overnight; inhibition, % at 12.6 µM;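 active = mean inhibition across replicates of 30% or more, regardless of how many single replicates reach that level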;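 note: positive control wells lacked labelled fibronectin entirely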
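Assay system: AH1F fibroblasts assembling fluorescent fibronectin matrix; Amount: 10000 AH1F cells per well; Buffer or medium: DMEM, 2% serum; Probe or stimulus: Alexa488-fibronectin, 24 nM final in well; Doses: single compound dose, delivered by pin transfer; Incubation: 1 h adhesion, overnight exposure; Measured by: fluorescence 485/525 nm; Read-out: fibronectin deposition inhibition.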
esBAF inh: inhibitors of esBAF chromatin remodeling in mouse ES cells. Bmi1-luciferase knock-in reporter, 24 h; 100% = twice the neutral-well signal. hit rate 2% among 350,000. AID 602393. reporter increase, % at 12.5 µM; in the data active = activation above about 40%;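 note: 0% = median of the plate's neutral control wells and 100% = double that signal; a rise in the Bmi1 reporter signal indicates esBAF inhibition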
Numbers without * were called inactive; . = not tested or not shown; & = joins results of further samples. The list is partial; rates above refer to the full screens.

SMILES	Casp6 inh	C2C12 statin	SIRT5 inh	S100A4 MyoIIA	LGR2 antag	FN deposition inh	esBAF inh
Cc1noc(C)c1NC(=O)N(C)C[C@H]1OCCCC[C@H](C)Oc2ccc(NC(=O)C3CCCCC3)cc2C(=O)N([C@@H](C)CO)C[C@H]1C	-3	.	1	16	-7	.	2
Cc1ccc2c(Cl)cc(Cl)c(OCc3c(C)noc3C)c2n1	.	-16	.	.	26	.	-6
NS(=O)(=O)c1ccc(NC(=O)/C=C/c2ccco2)cc1	54*	.	5	-2	30	-5	.
Cn1c(=O)c2c(ncn2CC(=O)OCc2ccccc2)n(C)c1=O	.	-12	.	.	.	2	9
O=C(c1cccc(S(=O)(=O)N2CCc3ccccc32)c1)N1CCN(CCO)CC1	-21	4	0	1	-22	2	-4
CNC[C@H]1OCCCC[C@H](C)Oc2ccc(NS(=O)(=O)c3cccs3)cc2C(=O)N([C@@H](C)CO)C[C@H]1C	3	.	2	-2	-3	.	-10
Cc1c(C(=O)NCc2cccc(C(F)(F)F)c2)sc(=O)n1Cc1ccc(F)cc1	1	0	.	4	-9	5	1
COc1ccccc1C(O)(c1ccccc1)c1ccccc1OC	0	-1	1	-3	5	-4	-5
COc1ccc(-c2cnn3c(N)c(S(=O)(=O)c4ccccc4)cnc23)cc1	.	-48	.	.	.	8	12
COCCCN1C(=O)c2ccc(C(=O)N3CCN(c4ccc(OC)cc4)CC3)cc2C1=O	0	31	0	-2	-11	3	-3
CSc1sc(-c2nnc(SCC(=O)Nc3ccccc3)n2C)c2c1C=CCC2	6	.	-5	-6	.	8	.
C[C@H]1CN([C@@H](C)CO)C(=O)c2cc(/C=C/c3ccccc3)cnc2O[C@@H]1CN(C)Cc1cccc(C(=O)O)c1	0	11	-7	9	-5	.	-5
CCOC(=O)c1sc2nc3n(c(=O)c2c1C)CCC(C)CC3 (configuration not stated)	-3	-47	0	3	-36	.	-6
CC(C)c1ccc(C2N3CC4([N+](=O)[O-])CN2CC([N+](=O)[O-])(C3)C4(C)C)cc1 (configuration not stated)	-1	.	0	-6	-3	-10	.
Cc1nn(-c2ccc(F)cc2)c2sc(C(=O)O)cc12	0	6	5	17	-7	.	1
Cc1noc2ncnc(N3CCN(c4ccc(F)cc4)CC3)c12	-2	.	-2	-3	1	2	.
CC(C)[C@H](NC(=O)c1ccccc1F)C(=O)NC1CCCCCCC1	-4	2	-2	0	-1	-8	0
Cc1ccccc1-c1ccc([C@@H]2[C@@H](CO)N3C(=O)CN(C(=O)Cc4ccccn4)C[C@H]23)cc1	2	.	2	4	1	.	.
CCn1c(COc2ccc(=O)n(-c3ccccc3)n2)nnc1SCc1cccc(OC)c1	.	-5	.	.	.	-2	3
Fc1ccc(C(c2nnnn2CCc2ccccc2)N2CCCc3ccccc32)cc1 (configuration not stated)	.	3	.	.	.	-16	1
C=CCn1c(CCc2ccccc2)nnc1SCC(=O)OC	4	4	-3	1	7	3	-3
C[C@H]1CN([C@@H](C)CO)S(=O)(=O)c2ccc(/C=C/c3ccccc3)cc2O[C@@H]1CN(C)C(=O)c1ccccc1	.	-12	.	.	14	10	-3
COc1ccc(NC(=O)C2CCCN2S(=O)(=O)c2ccc3c(c2)CCC(=O)N3)cc1Cl (configuration not stated)	3	-15	.	-3	13	5	2
O=C(Nc1ccccc1N1CCCC1)c1ccc(Cl)c(S(=O)(=O)N2CCOCC2)c1	-136	1	6	-6	-8	-4	6
Cc1cc(C)cc(N(CC(=O)N2CCCC2)S(C)(=O)=O)c1	-2	-8	-3	1	3	5	-9

Sorted by SMILES length (descending): part of the list above
SMILES	Casp6 inh	C2C12 statin	SIRT5 inh	S100A4 MyoIIA	LGR2 antag	FN deposition inh	esBAF inh
Cc1noc(C)c1NC(=O)N(C)C[C@H]1OCCCC[C@H](C)Oc2ccc(NC(=O)C3CCCCC3)cc2C(=O)N([C@@H](C)CO)C[C@H]1C	-3	.	1	16	-7	.	2
C[C@H]1CN([C@@H](C)CO)C(=O)c2cc(/C=C/c3ccccc3)cnc2O[C@@H]1CN(C)Cc1cccc(C(=O)O)c1	0	11	-7	9	-5	.	-5
CNC[C@H]1OCCCC[C@H](C)Oc2ccc(NS(=O)(=O)c3cccs3)cc2C(=O)N([C@@H](C)CO)C[C@H]1C	3	.	2	-2	-3	.	-10
CC(C)c1ccc(C2N3CC4([N+](=O)[O-])CN2CC([N+](=O)[O-])(C3)C4(C)C)cc1 (configuration not stated)	-1	.	0	-6	-3	-10	.
COc1ccc(NC(=O)C2CCCN2S(=O)(=O)c2ccc3c(c2)CCC(=O)N3)cc1Cl (configuration not stated)	3	-15	.	-3	13	5	2
O=C(Nc1ccccc1N1CCCC1)c1ccc(Cl)c(S(=O)(=O)N2CCOCC2)c1	-136	1	6	-6	-8	-4	6
Cc1c(C(=O)NCc2cccc(C(F)(F)F)c2)sc(=O)n1Cc1ccc(F)cc1	1	0	.	4	-9	5	1
CCn1c(COc2ccc(=O)n(-c3ccccc3)n2)nnc1SCc1cccc(OC)c1	.	-5	.	.	.	-2	3
COc1ccc(-c2cnn3c(N)c(S(=O)(=O)c4ccccc4)cnc23)cc1	.	-48	.	.	.	8	12
CSc1sc(-c2nnc(SCC(=O)Nc3ccccc3)n2C)c2c1C=CCC2	6	.	-5	-6	.	8	.
CC(C)[C@H](NC(=O)c1ccccc1F)C(=O)NC1CCCCCCC1	-4	2	-2	0	-1	-8	0
Cn1c(=O)c2c(ncn2CC(=O)OCc2ccccc2)n(C)c1=O	.	-12	.	.	.	2	9
NS(=O)(=O)c1ccc(NC(=O)/C=C/c2ccco2)cc1	54*	.	5	-2	30	-5	.
COc1ccccc1C(O)(c1ccccc1)c1ccccc1OC	0	-1	1	-3	5	-4	-5
C=CCn1c(CCc2ccccc2)nnc1SCC(=O)OC	4	4	-3	1	7	3	-3

(cont.)
SMILES	Casp6 inh	C2C12 statin	SIRT5 inh	S100A4 MyoIIA	LGR2 antag	FN deposition inh	esBAF inh
Cc1cc(=O)n2nc(N3CCCC(C(=O)NCc4ccc(Cl)cc4)C3)sc2n1 (configuration not stated)	1	-1	3	3	0	-14	-1
COc1cc(C(=O)Nc2scc(-c3ccc(Br)cc3)c2C(=O)O)cc(OC)c1OC	8	8	3	4	-3	-4	-2
CN1C[C@H](O)COC[C@H]2O[C@H](CC(=O)NC3CCCC3)CC[C@@H]21	0	-2	-3	-3	-9	4	1
COC(=O)c1ccccc1NC(=O)C1CCN(S(C)(=O)=O)CC1	.	-60	.	.	15	.	-3
COC(=O)Nc1ccc2c(c1)Nc1ccccc1CC2	-1	-13	-5	-6	-15	0	16
COc1ccc(/C=C/C(=O)NCc2cn(C)nc2C)cc1COc1ccc(Cl)cc1Br	0	.	0	0	13	.	.
O=C(NCc1ccco1)C1CC(=O)N(CCc2ccccc2)C1 (configuration not stated)	8	-1	-4	-2	8	.	4
Cc1cc(/C=N/NC(=O)C(=O)NCc2ccccn2)c(C)n1-c1cccc(Br)c1	1	11	2	2	1	-10	6
Nc1ncnc2c1cnn2C1CCCCC1	-8	-5	-4	-2	-14	12	4
COc1ccc(NC(=O)Nc2ccc3c(c2)C(=O)N([C@H](C)CO)C[C@@H](C)[C@H](CN(C)C(=O)Nc2cccc4ccccc24)O3)cc1	-2	-6	2	1	29	-4	-4
CCC(=O)NC[C@H]1[C@@H](c2ccc(-c3ccccc3)cc2)[C@@H](CO)N1C(=O)C1CC1	0	-1	0	-2	15	.	7
COc1cccc(CNC(=O)CCC2CCCN(C(=O)c3cc4ccccc4o3)C2)c1 (configuration not stated)	8	9	1	0	-38	-16	62*
COc1ccc(CCNC(=O)c2n[nH]c(=O)c3ccccc23)cc1	.	4	.	.	21	.	-1
O=C(O)Cc1sc(Nc2ccc(F)cc2)nc1-c1cccs1	5	.	11	-31	-21	-17	.
COc1cccc(N2CCN(c3cnc4ccccc4n3)CC2)c1	1	.	2	6	-79	3	.
O=C(CCc1nc2ccccc2[nH]c1=O)OCc1ccc(S(=O)(=O)N2CCOCC2)cc1	2	5	-2	0	4	.	-3
C[C@H]1CN([C@@H](C)CO)C(=O)c2cc(C#Cc3ccccc3)cnc2O[C@H]1CN(C)C(=O)CCN1CCCCC1	-3	0	-4	2	-10	.	-2
COc1ccc(NC(=O)N(C)C[C@@H]2OCc3cnnn3CCCC(=O)N([C@H](C)CO)C[C@H]2C)cc1	-1&-4	2&-2	-2&-9	-3&4	1&6	-5&4	4&0
C[C@@H]1CCCCO[C@H](CN(C)Cc2ccc(C(=O)O)cc2)[C@@H](C)CN([C@@H](C)CO)C(=O)c2cc(NC(=O)c3ccccc3)ccc2O1	5	.	-2	17	2	-2	-6
CN1[C@H](C(=O)Nc2ccccc2)[C@@H](CO)[C@@H]2Cn3c(ccc(-c4ccc(F)cc4)c3=O)[C@@H]21	-1	8	1	-2	-10	.	1
COc1cccc(CCNC(=O)C2CCCN(c3ncnc4c3nc3n4CCCCC3)C2)c1OC (configuration not stated)	-2	3	-2	0	-4	11	0
CCOC(=O)c1cnc2nc(C)nn2c1N	-3	12	69*	-4	.	-1	4
CC1C(=O)N(Cc2cn(CC3CCCCC3)nn2)CCS(=O)(=O)N1Cc1ccc(-c2ccncc2)cc1 (configuration not stated)	8	-4	4	1	10	4	28
O=C(Cc1ccc(-n2c(=O)[nH]c3ccccc3c2=O)cc1)N1CCN(c2ccccc2)CC1	.	0	.	.	.	-14	-4
COc1ccc(S(=O)(=O)Nc2ccc3c(c2)C(=O)N([C@@H](C)CO)C[C@H](C)[C@H](CN(C)Cc2ccc4c(c2)OCO4)O3)cc1	4	-3	5	1	-20	1	0

(listing goes on)
SMILES	Casp6 inh	C2C12 statin	SIRT5 inh	S100A4 MyoIIA	LGR2 antag	FN deposition inh	esBAF inh
CCOc1ccccc1NC(=O)Nc1cnccn1	-1	.	-4	2	-2	-14	.
Cc1ccc(Cl)cc1NC(=O)CNC(=O)N1CC(=O)Nc2ccccc21	1	0	-1	2	10	16	2
CC(C)NC(=O)Nc1cccc2c1O[C@H](CN(C)S(=O)(=O)c1ccc(F)cc1)[C@@H](C)CN([C@@H](C)CO)C2=O	.	-45	-4	-90	18	-4	2
COc1cc(OC)cc(C(=O)Nc2cccc(NC(C)=O)c2)c1	.	-11	.	.	-11	-1	2
C[C@@H]1CN([C@@H](C)CO)C(=O)Cc2cc(NS(=O)(=O)c3ccc(Cl)cc3)ccc2O[C@H]1CN(C)S(=O)(=O)c1cn(C)cn1	-2	-6	-2	7	-2	.	2
O=C(Nc1cc(S(=O)(=O)N2CCOCC2)ccc1OCC(F)(F)F)C1CCCC1	-3	-1	.	-2	5	1	-5
COCC(=O)N(C)C[C@@H]1Oc2cc(C#CC(C)(C)O)ccc2S(=O)(=O)N([C@@H](C)CO)C[C@@H]1C	-2	-1	-2	0	0	.	-5
COc1ccc(S(=O)(=O)Nc2ccc3c(c2)CC(=O)N([C@H](C)CO)C[C@H](C)[C@@H](CN(C)CC2CCCCC2)O3)cc1	1	54	24*	-2	4	.	3
COc1ccc2c3c([nH]c2c1)[C@@H](CO)N(Cc1nccs1)CC31CN(Cc2ccncc2)C1	-16	.	-1	13	-1	8	.
O=C(CN1CCN(c2ccccc2O)CC1)NCCCc1ccccc1	2	.	3	2	15	4	.
O=C(Nc1ccccn1)C(F)(F)C(F)(F)C(F)(F)C(F)(F)C(=O)Nc1ccccn1	-1	.	-5	-4	5	-1	.
NC(N)=N/N=C(\N=Nc1ccccc1)c1cccc2cccnc12	-3	3	1	-2	-16	-11	4
C[C@H](CO)N1C[C@H](C)[C@H](CN(C)C(=O)CC2CC2)Oc2ncc(-c3ccc(C#N)cc3)cc2C1=O	-1	-8	-2	9	6	.	2
COC(=O)c1cc(OC)c(OC)cc1NC(=S)N1CCN(C)CC1	.	-24	.	.	.	8	-1
O=C(NCc1ccncc1)Nc1ccc(Cl)cc1Cl	-2	.	-3	-1	-4	.	2
